Myeloid diff 2: compounds promoting myeloid differentiation. ER-HoxA9 myeloid progenitors, lysozyme-GFP differentiation, flow cytometry. calls only at 10 µM. 1% of 360,000 active;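 active = normalized GFP-positive differentiation at or above the plate's own cutoff, the solvent-only control mean plus 3 SD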;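 also: cells exposed to compound for four days before flow analysis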
UTI89 phage lysis: inhibition of K1F phage lysis, E. coli UTI89, bacterial capsule biogenesis inhibitors, alamar blue (AID 488966). 0.02% of 340,000 active. inhibition, % at 100 µM, or IC50 in µM where a hit was titrated. E. coli UTI89 K1F phage lysis, alamar blue, 2 h; higher % means a stronger effect;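 active = phage lysis inhibition, versus mean bacterial control, above a set limit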;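 also: capsule biogenesis inhibitors block K1F phage lysis so surviving cells raise fluorescence; higher fluorescence means more inhibition of phage lysis; actives were called in the ten point dose series up to 300 µM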
SV40 large T antigen: TAg ATPase/helicase activity blockers – biochemical (AID 1903). SV40 large T antigen ATPase/helicase inhibition assay; higher % means a stronger effect. 0.39% of 310,000 active. inhibition, % at 20 µM; hits with a dose series show IC50 in µM; in the data active = a potency from the dose series; also: strong numbers were not always called active
MgcRacGAP inhibition: MgcRacGAP GTPase-activating activity inhibitors, confirmation, biochemical, ADP Hunter fluorescence | MgcRacGAP-stimulated Rac1 GTP hydrolysis, ADP Hunter fluorescence; higher % means a stronger effect; GST-tagged Rac1 F28L mutant substrate | inhibition, % at 30 µM; hits with a dose series show IC50 in µM | 0.6% of 340,000 active;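 active = first-screen hits whose inhibition reached a set limit at any dose in the follow-up dose series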;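 also: fluorescence reports GDP produced by GAP-driven GTP hydrolysis; strong numbers were not always called active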
T cell modulator: T cell immune modulation candidate | 2C CD8+ T cell-vesicle binding, flow cytometry; active compounds read low | calls only at 7 µM | 0.068% of 330,000 active | AID 2052;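 active = response, share of CD8 T cells binding vesicles, and their 90th percentile fluorescence all below set limits, cut at about 80% in these data, passing the limit was not always enough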
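Assay system: 2C TCR transgenic mouse naive CD8+ T cells, MACS-purified | Read-out: CD8+ gate FL2 mean fluorescence as % of same-row positive control | Signal: High-throughput flow cytometry with anti-B7-1 and anti-CD8 staining | Timing: Binding step 1.5 h, 37 °C, antibody labelling 20 min, ice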
TNAP activators: stimulation of alkaline phosphatase TNAP activity – biochemical, luminescent, no phosphate acceptor, uHTS, primary screen (AID 1001); 0.03% of 200,000 active; purified TNAP, luminescent activation assay, no phosphate acceptor; higher activation fold means a stronger effect; activation fold at 20 µM, or EC50 in µM where a hit was titrated; in the data active = activation fold from about 3, or a potency from the dose series; inactive = the rest, 99 in 100 with activation fold below about 1.6; also: many of its hits are not listed in these tables
PhoP inhibition: inhibitors of PhoP regulon expression, primary screen, Salmonella Typhimurium, GFP reporter (AID 1863); S. Typhimurium PhoP-regulated promoter GFP reporter, 4 h; higher % means a stronger effect; 0.16% of 300,000 active; inhibition, % at 50 µM; hits with a dose series show IC50 in µM;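 active = inhibition over 29.93%, a cutoff 3 SD above the screen mean, later confirmed by dose response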;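 also: 0% = low Mg2+ inducing control and 100% = high Mg2+ repressing control; strong numbers were not always called active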
RSV CPE inhibition: inhibition of RSV-induced cytopathic effect – HEp-2 cells, primary 10 µM value included (AID 2391) | HEp-2 cells, RSV-induced CPE inhibition; higher % means a stronger effect | CPE inhibition, % at 10 µM, or IC50 in µM where a hit was titrated | 0.13% of 310,000 active; in the data active = a potency from the dose series; also: strong numbers were not always called active
NTR1 agonist: agonists of NTR1, primary screen, imaging, U2OS cells, beta-arrestin-GFP, high content (AID 493036) | P30989 | NTR1-U2OS beta-arrestin-GFP spot imaging, agonist mode | activation, % at 20 µM | 0.17% of 330,000 active;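 active = activation at or above 40% of the spot to cytoplasm intensity ratio, with at least 20 cells analyzed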;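 also: 0% = DMSO without peptide and 100% = 100 nM NTR1 peptide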
Target sequence (P30989 whole entry, looked up): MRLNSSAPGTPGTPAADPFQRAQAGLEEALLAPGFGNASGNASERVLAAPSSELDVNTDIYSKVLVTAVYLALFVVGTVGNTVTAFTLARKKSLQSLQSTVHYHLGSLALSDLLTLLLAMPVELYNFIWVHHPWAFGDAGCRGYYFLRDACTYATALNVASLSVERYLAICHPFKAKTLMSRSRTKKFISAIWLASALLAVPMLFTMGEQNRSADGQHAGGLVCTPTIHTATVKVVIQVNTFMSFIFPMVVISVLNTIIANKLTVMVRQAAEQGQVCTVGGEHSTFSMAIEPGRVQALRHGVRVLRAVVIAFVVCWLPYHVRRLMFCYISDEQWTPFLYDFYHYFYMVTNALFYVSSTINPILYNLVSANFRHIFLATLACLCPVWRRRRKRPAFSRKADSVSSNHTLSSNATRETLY
T cell modulator vesicle-bound %: further read-out of T cell modulator, marked with its call; double positive events, %; measured here: CD8+ vesicle-bound cell fraction;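 binding gate set so that unloaded-vesicle control wells show 10% double positive cells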
NTR1 agonist cell count 20 µM: further read-out of NTR1 agonist, marked with its call; cell count; measured here: cell count, cytotoxicity flag
Myeloid diff 2 GFP+ MAC1+ %: second read-out of Myeloid diff 2, no call of its own (marks repeat the call); GFP+ MAC1+ double positive, %; measured here: differentiation confirmed by MAC1 staining
* = called active by the depositor; i = inactive; / = not tested or not shown; + = active, no number; [ ] = dose if it differs, or a comment.

SMILES	Myeloid diff 2	Myeloid diff 2 GFP+ MAC1+ %	UTI89 phage lysis	SV40 large T antigen	MgcRacGAP inhibition	T cell modulator	T cell modulator vesicle-bound %	TNAP activators	PhoP inhibition	RSV CPE inhibition	NTR1 agonist	NTR1 agonist cell count 20 µM
Cc1ccccc1CNC(=O)C1CCC(=O)N(C2CCCCCC2)C1 (stereo not given)	i	1.3	0.1%	3%	4%	i	66	/	-4%	0.3%	1.2	68
CCONC(=O)Nc1ccccc1	i	0.6	1.8%	-5%	5%	i	49	1	23%	0.5%	0.7	49
Cc1cc(C)c2c3c(sc2n1)C(=O)N(c1ccccc1C)CC(=O)N3	i	0.8	-0.6%	6%	2%	i	30	/	1%	2.6%	1.8	70
O=C(c1ccccc1)C1C(=O)c2ccccc2C1=O	i	50	3.7%	17%	12%	i	30	1.1	-28%	/	-0.6	79
CCCn1cc(CN2CCC(n3nccc3NC(=O)C(OC)c3ccccc3)CC2)c(C)n1 (stereo not given)	i	1.2	0.2%	9%	5%	i	10	/	-9%	0.1%	-0.4	64
Cc1ccc(NC(=O)c2cc3nc(C)cc(C)n3n2)cc1	i	1.7	1.3%	6%	2%	i	33	1.1	8%	0.9%	0.0	66
Cc1cc[n+](C2=C([O-])c3ccccc3C(=O)/C2=N\S(=O)(=O)c2cccs2)cc1C	i	0.6	0.2%	6%	4%	i	56	0.8	-21%	0.7%	-1.7	73
COc1ccc(CCCc2nnc(SCC(=O)Nc3cc(C)ccc3C)o2)cc1	i	2.0	1.7%	11%	-3%	i	34	1.2	-4%	2.0%	2.2	45
Cc1ccc2c(c1)N(CC(=O)NC1CCC(C)CC1)C(=O)c1cccnc1O2 (stereo not given)	i	1.6	7.9%	/	10%	i	54	/	/	1.3%	-2.8	57
CCN(C(=O)CN1CCN(c2ccccc2OC)CC1)c1c(N)n(Cc2ccccc2)c(=O)[nH]c1=O	i	0.8	-0.3%	7%	2%	i	45	1.1	4%	0.1%	-2.6	77
CC(C)c1ccc(N(C)C(=O)Cc2c(C(=O)O)n(C)c3ccccc23)cc1	+	4.1*	-0.2%	13%	-8%	i	16	/	-5%	1.2%	1.0	55
CCOc1ccc(NC(=O)C2CCCCN2S(=O)(=O)c2ccccc2)cc1 (stereo not given)	i	0.7	-0.1%	6%	5%	i	20	1.3	1%	17%	-0.2	91
CCN(CC)S(=O)(=O)c1ccc(N2CCN(CCO)CC2)nc1	i	0.4	0.1%	-1%	4%	i	29	1	3%	0.3%	3.0	42
O=C(NCCN1CCOCC1)c1ccc(CS(=O)(=O)c2ccc(Cl)cc2)o1	i	1.4	1.5%	-5%	10%	i	21	1.1	2%	-1.0%	-0.7	37
CC(=O)c1sc(NCc2ccccc2)nc1C	i	1.2	0.2%	-16%	8%	i	12	/	5%	11%	1.6	46
Cc1cc(C(=O)COC(=O)c2ccc(F)cc2F)c(C)n1C1CC1	i	1.0	0.8%[50 µM]	/	3%	i	35	/	/	3.8%	4.9	45
CCC1=NN2C(=N)/C(=C\c3ccc(OCCOc4ccc(NC(C)=O)cc4)c(OC)c3)C(=O)N=C2S1	i	0.2	0.7%	2%	12%	i	45	/	1%	1.9%	0.4	47
COc1cccc(C(=O)Nc2nc3c(s2)CN(C)CC3)c1	i	0.7	12%	6%	-2%	i	52	1.1	8%	-0.4%	-0.1	68
Cc1ccc(CNC(=O)CSc2nc3ccsc3c(=O)n2NC(=O)c2ccccc2)cc1	i	0.7	-0.2%	-2%	4%	i	16	1.2	-9%	-0.6%	-0.8	67
COc1cc(NC(=O)c2cccs2)c(C(=O)OCC(=O)NCc2ccco2)cc1OC	i	1.7	0.2%	14%	9%	i	22	1.1	-16%	2.6%	1.6	38
Nc1nc(-c2cccnc2)nn1C(=O)Cc1ccccc1	i	0.5	1.3%	9%	-1%	/	/	0.9	-5%	-0.2%	1.0	57
Cc1cc2c(ncn2C)c(NS(=O)(=O)c2cc(Cl)ccc2Cl)c1C	i	0.7	-1.5%	10%	3%	i	12	1.1	2%	0.3%	-0.3	78
CC(=O)Cc1nsc(Nc2ccc3c(c2)OCCO3)n1	i	0.9	0.0%	13%	9%	i	16	1.1	-3%	8.0%	0.3	45
CCCCc1ccc(NC(=O)C(=O)NCCN2CCN(Cc3ccc([N+](=O)[O-])cc3)CC2)cc1	i	0.7	-0.7%	5%	7%	i	11	1.1	-9%	-1.4%	0.4	33
NC(=O)Nn1c(CCC(=O)O)ccc1-c1ccc(F)cc1	i	1.0	0.6%	6%	4%	i	10	1.1	1%	1.2%	-0.3	91
CN1C(C(=O)NCc2ccccc2)CC2Cn3c(nc4cc(Cl)c(Cl)cc43)C21 (stereo not given)	i	0.8	0.7%	-4%	0%	i	8	/	-7%	-0.3%	-2.3	96
CCN(CC)C(=O)c1[nH]cnc1C(=O)NCC(=O)OCc1ccccc1	i	1.7	0.7%	6%	0%	i	16	/	-3%	1.2%	7.2	48
CN1CCN(c2cc3c(c4c2[nH]c2ccccc24)C(=O)CC(C)(C)C3)CC1	i	5.5	0.6%	10%	24%	i	33	1.1	10%	45%	8.9	54
CCCc1cc(=O)oc2c(C)c(OC3CCCCC3=O)ccc12 (stereo not given)	i	0.2	0.3%	/	7%	/	/	/	/	/	1.6	69
Cc1ccc(NC(=O)CN(C)S(=O)(=O)c2cccc3nsnc23)cc1Cl	i	0.5	0.6%	6%	7%	i	3	1	-9%	2.2%	1.5	108
Cc1cc(C)n2nc3nc4c(cc3c2n1)CCCC4	i	0.5	-0.7%	5%	3%	i	50	1.1	-16%	-0.6%	1.3	85
Cc1ccc(CSCCNS(=O)(=O)c2ccccc2)cc1	i	1.1	-3.4%	4%	1%	i	55	1.1	6%	1.4%	2.2	32
CC(C)(C)OC(=O)NCCc1nnc(SCc2ccc(Cl)cc2)o1	i	1.5	-0.1%	4%	9%	i	19	1.1	-4%	5.3%	3.2	92
COc1ccc2sc(-c3ccc(S(C)(=O)=O)cc3)c(C#Cc3cncn3C)c2c1	i	1.9	1.8%	/	8%	i	14	/	/	/	2.3	57
c1ccc(-c2cc(N3CCCCC3)ncn2)cc1	i	0.7	0.6%	4%	15%	i	23	1.1	-1%	3.0%	0.5	66
CSc1ccc(CNCC(O)c2ccccc2)cc1 (stereo not given)	i	0.5	0.2%	10%	14%	i	44	1.1	9%	-2.1%	-0.3	73
O=C(OCc1nnc(-c2ccccc2)o1)C1CC(=O)N(Cc2ccco2)C1 (stereo not given)	i	1.4	0.1%	-1%	-1%	i	56	1.1	6%	0.0%	1.3	52
c1ccc(-n2ncc3c(N4CCN(CCOc5cccc6ccccc56)CC4)ncnc32)cc1	i	1.4	-0.1%	11%	0%	i	28	1.1	-16%	11%	0.3	89
COCCn1cnnc1SCC(=O)Nc1ccc(Br)cc1F	i	0.7	0.1%	-1%	-21%	i	38	1	3%	0.0%	-0.1	61
Cc1cc(C)n2nc(SCc3cc(=O)oc4cc(O)ccc34)nc2n1	/	/	/	5%	/	i	45	1.1	-5%	1.9%	0.9	54
CCOC(=O)N1CCN(C(=O)CNC(=O)c2nn(-c3ccc(OC)c(OC)c3)c(=O)c3ccccc23)CC1	i	2.5	0.0%	4%	7%	i	16	/	-2%	-0.2%	-1.2	46
O=C(CN1CCN(Cc2ccccc2)CC1)N1CCCc2ccccc21	i	0.8	0.4%	12%	28%	i	54	/	5%	2.1%	0.1	90

In the list so far, 7 contain an aryl methoxy group:
SMILES	Myeloid diff 2	Myeloid diff 2 GFP+ MAC1+ %	UTI89 phage lysis	SV40 large T antigen	MgcRacGAP inhibition	T cell modulator	T cell modulator vesicle-bound %	TNAP activators	PhoP inhibition	RSV CPE inhibition	NTR1 agonist	NTR1 agonist cell count 20 µM
COc1ccc(CCCc2nnc(SCC(=O)Nc3cc(C)ccc3C)o2)cc1	i	2.0	1.7%	11%	-3%	i	34	1.2	-4%	2.0%	2.2	45
CCN(C(=O)CN1CCN(c2ccccc2OC)CC1)c1c(N)n(Cc2ccccc2)c(=O)[nH]c1=O	i	0.8	-0.3%	7%	2%	i	45	1.1	4%	0.1%	-2.6	77
CCC1=NN2C(=N)/C(=C\c3ccc(OCCOc4ccc(NC(C)=O)cc4)c(OC)c3)C(=O)N=C2S1	i	0.2	0.7%	2%	12%	i	45	/	1%	1.9%	0.4	47
COc1cccc(C(=O)Nc2nc3c(s2)CN(C)CC3)c1	i	0.7	12%	6%	-2%	i	52	1.1	8%	-0.4%	-0.1	68
COc1cc(NC(=O)c2cccs2)c(C(=O)OCC(=O)NCc2ccco2)cc1OC	i	1.7	0.2%	14%	9%	i	22	1.1	-16%	2.6%	1.6	38
COc1ccc2sc(-c3ccc(S(C)(=O)=O)cc3)c(C#Cc3cncn3C)c2c1	i	1.9	1.8%	/	8%	i	14	/	/	/	2.3	57
CCOC(=O)N1CCN(C(=O)CNC(=O)c2nn(-c3ccc(OC)c(OC)c3)c(=O)c3ccccc23)CC1	i	2.5	0.0%	4%	7%	i	16	/	-2%	-0.2%	-1.2	46

Source: PubChem (several laboratories)

Rows were taken by chance. Share with any hit: about 2.3%.
